Assay outcomes as filed in PubChem BioAssay.
HTRA1 inhibitor – HTRA1 serine protease inhibitors, primary screen, biochemical, fluorescence polarization, HTS; recombinant HTRA1, FP-rhodamine activity-based probe; inhibition, % at 5.96 µM; 340,000 tested, 0.5% active; in the data active means inhibition above about 36%;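 further: 0% = enzyme with DMSO and 100% = wells lacking enzyme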
Target sequence (Q92743 whole entry, looked up): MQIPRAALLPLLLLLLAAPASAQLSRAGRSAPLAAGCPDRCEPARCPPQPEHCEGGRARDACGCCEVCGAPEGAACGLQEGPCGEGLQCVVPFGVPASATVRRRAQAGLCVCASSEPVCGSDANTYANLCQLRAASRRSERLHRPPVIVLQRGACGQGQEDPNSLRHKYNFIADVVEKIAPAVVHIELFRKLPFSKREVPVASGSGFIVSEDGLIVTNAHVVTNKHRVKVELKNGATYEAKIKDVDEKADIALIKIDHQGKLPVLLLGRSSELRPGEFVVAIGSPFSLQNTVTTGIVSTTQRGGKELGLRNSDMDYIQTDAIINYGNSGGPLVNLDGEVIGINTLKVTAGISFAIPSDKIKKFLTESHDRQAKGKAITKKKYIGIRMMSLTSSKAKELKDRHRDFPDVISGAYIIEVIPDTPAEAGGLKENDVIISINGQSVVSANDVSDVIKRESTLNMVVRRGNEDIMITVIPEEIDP
TCR CD3 inh – inhibitors of human TCR-CD3 interaction, primary screen, biochemical, fluorescence, TAMRA-labeled TCR probe; T-cell receptor (TCR); inhibition, % at 9.4 µM; 360,000 tested, 0.37% active; in the data active means inhibition above about 19%;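 further: recombinant mutant TCR 2C K166C tagged with TAMRA read by polarization; 0% = receptor in buffer alone and 100% = receptor with positive control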
DDE Tn7 FP inh – inhibitors of Tn7 peptide binding to fibrin DD(E), primary screen, biochemical, fluorescence polarization, human fibrin, Tn7 probe | FP displacement of FITC-Tn7 peptide from fibrin DD(E); 0% = median of compound wells per plate | inhibition, % at 8.3 µM | AID 720508, 2013 | 370,000 tested, 0.13% active;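 active means inhibition above the mean of compounds falling within the control limits plus 3 SD of them, cut at about 14% in these data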;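 further: 0% = plate median of compound wells and 100% = 10 µM Aha-Tn7 peptide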
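Test system: human clot-derived fibrin DD(E) complex / Quantity: 2 µM final DD(E) protein / Incubation: 10 min plus 3 h, room temperature / Measured by: fluorescence polarization / Benchmarks: high control of 10 µM Aha-Tn7 peptide / Replicates: singlicate testing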
UHRF1 binding – UHRF1 methylated DNA binding inhibitors, primary screen, counter-screen for MBD2 inhibitor project, biochemical, TR-FRET, human UHRF1, single concentration. E3 ubiquitin-protein ligase UHRF1 (Homo sapiens), Q96T88. 370,000 tested, 0.75% active. inhibition, % at 4.4 µM. UHRF1 binding to methylated oligo; in the data active means inhibition above about 21%;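 further: UHRF1 SRA domain binding a hemimethylated CpG hairpin DNA probe; 0% = median of test compound wells and 100% = reference inhibitor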
SIAE primary – human SIAE inhibitors, primary screen, biochemical, fluorescence polarization, FP-Rh probe, 1536-well HTS | Sialate O-acetylesterase (Homo sapiens), Q9HAT2 | SIAE FP-Rh probe binding | inhibition, % at 9.66 µM | 370,000 tested, 0.69% active | AID 1053197, 2014;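 active means inhibition above a cutoff: mean of compounds within the control limits plus 3 SD of those, cut at about 17% in these data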;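 further: 0% = plate median of compound wells and 100% = probe without SIAE protein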
PG9 binder – binders of HIV-1 gp120 antibody PG9, primary screen, biochemical, TR-FRET; AID 624416, 2012; 360,000 tested, 0.43% active; inhibition, % at 6.7 µM; HIV-1 gp120 / PG9 antibody interaction; TR-FRET gp120-PG9 antibody binding; in the data active means inhibition above about 8.5%
mABHD4 FP – ABHD4 inhibitors, primary screen, biochemical, fluorescence polarization, mouse; 370,000 tested, 0.54% active; (Lyso)-N-acylphosphatidylethanolamine lipase (Mus musculus), Q8VD66; purified mABHD4, FP-Rh probe fluorescence polarization; inhibition, % at 8.92 µM;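 active means inhibition exceeding the mean over every tested compound plus 3 SD, cut at about 30% in these data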;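 further: 0% = plate median of compound wells and 100% = S159A mutant with DMSO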
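system = mouse ABHD4 enzyme, wild type | medium = HEPES pH 7.0, NaCl, Pluronic buffer | also added = FP-Rh probe | incubation = Enzyme–compound pre-incubation 45 min, then probe 60 min, both 25 °C | technique = fluorescence polarization, excitation 525 nm, emission 598 nm, BODIPY TMR filters | controls = S159A mutant high control, sample median low control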
TDP2 absorb – human TDP2 enzyme inhibitors, primary screen, biochemical, epi absorbance, recombinant enzyme | Tyrosyl-DNA phosphodiesterase 2 (Homo sapiens), O95551 | T5PNP hydrolysis, p-nitrophenol absorbance 415 nm | inhibition, % at 12.8 µM | 370,000 tested, 0.34% active | AID 720702, 2013;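 active means inhibition above the mean of all tested compounds plus 3 SD, set per campaign, cut at about 25% in these data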;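 further: 0% = DMSO with enzyme and 100% = buffer with substrate but no TDP2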
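System: recombinant human TDP2 / Amount: 120 nM TDP2 per well / Also added: 5 mM T5PNP chromogenic substrate / Doses: 12.8 µM single point, 1% DMSO / Incubation: 2 h at 37 °C / Detection: p-Nitrophenol epi absorbance / Evaluation: % inhibition relative to enzyme-containing and enzyme-free wells / Repeats: singlicate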
LEDGF integ inh – blockers of LEDGF/p75-dependent integrase strand transfer – biochemical, TR-FRET, high throughput, primary screen. TR-FRET IN-LEDGF/p75 DNA integration, Eu/Cy5. inhibition, % at 3.7 µM. HIV-1 integrase (with human LEDGF/p75). 370,000 tested, 0.64% active;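 active means inhibition above the screen-wide mean plus 3 SD, cut at about 13% in these data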;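 further: signal is the Cy5 over europium emission ratio at 671 and 618 nm; 0% = plate median of compound wells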
PRMT1 FP inh – PRMT1 methyltransferase inhibitors, primary screen, biochemical, fluorescence polarization. recombinant PRMT1, activity-based probe fluorescence polarization. Protein arginine N-methyltransferase 1 (Homo sapiens), Q99873. AID 652257, 2013. 370,000 tested, 1.3% active. inhibition, % at 2.79 µM;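 active means inhibition above about 21% made by adding two undisclosed values, limit read from the data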
Target sequence (Q99873 whole entry, looked up): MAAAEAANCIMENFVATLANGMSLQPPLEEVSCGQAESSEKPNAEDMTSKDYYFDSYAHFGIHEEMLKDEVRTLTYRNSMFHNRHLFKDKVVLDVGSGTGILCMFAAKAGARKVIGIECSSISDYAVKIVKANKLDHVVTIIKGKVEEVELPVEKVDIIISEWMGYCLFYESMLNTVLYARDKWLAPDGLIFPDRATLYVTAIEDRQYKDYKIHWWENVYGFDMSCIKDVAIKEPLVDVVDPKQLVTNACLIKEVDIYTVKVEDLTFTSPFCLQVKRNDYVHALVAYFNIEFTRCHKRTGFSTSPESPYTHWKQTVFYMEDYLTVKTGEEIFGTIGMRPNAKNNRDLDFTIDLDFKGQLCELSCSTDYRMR
* hit, by the source's call; · = not tested or not shown; & = joins results of further samples.

SMILES,HTRA1 inhibitor,TCR CD3 inh,DDE Tn7 FP inh,UHRF1 binding,SIAE primary,PG9 binder,mABHD4 FP,TDP2 absorb,LEDGF integ inh,PRMT1 FP inh
COC(Cn1c(-c2cccc(S(=O)(=O)N(C)C)c2)n[nH]c1=S)OC,3,5,-5,-3,7,-0.3,0,0,2,-5
COc1ccc(C(=O)NNC(=O)CN2CCC(n3nnc4cc(C(F)(F)F)ccc43)CC2)cc1,-7,4,-4,-6,2,-1.2,-4,0,2,1
COc1ccc(C2=NOC(C(=O)Nc3ccc4c(c3)OCCO4)C2)cc1OC (stereo not given),-2,0,4,0,1,0.5,1,15,2,-2
CCOC(=O)NN1C(=O)c2ccccc2NC12CCCC2,-6,2,2,-3,-3,1.6,-2,1,3,2
CCc1nnc(NC(=O)CSc2nnc(COc3cccc(C)c3)o2)s1,-4,1,10,-3,8,-0.8,5,3,-5,-1
O=C(CC(=O)Nc1ccccc1[N+](=O)[O-])Nc1ccccc1[N+](=O)[O-],-10,0,2,0,-6,-0.4,-9,-15,-5,4
Cc1ccc(OC(=O)CCNC(=O)c2ccccc2Cl)c(Br)c1,25,-2,-5,1,-4,-2.9,-4,6,3,-4
O=C(CSc1nc2c(c(=O)[nH]1)CN(Cc1ccc(F)cc1)CC2)Nc1ccc(F)cc1,-9,0,-7,0,0,-3.1,-1,-6,2,2
CCCN(C(=O)CSCc1ccccc1C)c1c(N)n(Cc2ccccc2)c(=O)[nH]c1=O,4,4,-1,0,8,0.6,2,20,0,-3
CN1C2CCC1/C(=C\c1ccccc1)C(=O)/C2=C\c1ccccc1,-3,-5,0,7,5,-1.1,9,-9,5,2
Cc1ccc(CN2C(=O)C(CC(C)C)Nc3ncnc(N4CCN(c5ccccc5)CC4)c32)cc1 (stereo not given),-20,5&2,-2&-3,-3&-3,-11&-1,-1.1&0.2,-9&-7,-15&-12,-1&6,0&-1
CC(=NNc1cc(C)c2ccccc2n1)c1ccccn1,·,-4,-4,-1,7,-2.3,7,2,1,5
CCN(C(=O)COC(=O)CNC(=O)c1ccc(C)s1)c1ccccc1,0,1,3,3,3,-0.9,-7,3,-3,8
CCOC(=O)Cc1csc(NC(=O)COc2ccccc2)n1,1,-7,-11,3,3,-0.7,-1,-10,3,1
CC1CCN(c2c(NCC3CCC(C(=O)NCc4ccc(F)cc4)CC3)c(=O)c2=O)CC1 (stereo not given),1,-5,-6,6,7,-0.5,3,-4,-5,2
CCN(CCn1cccn1)Cc1cn[nH]c1-c1cccc2ccccc12,5,2,-5,1,11,-0.5,5,-6,2,-1
O=C(CCCOc1ccccc1)NCc1ccco1,1,-6,7,-2,4,1.7,1,1,3,5
O=S(=O)(Nc1ccc2ccccc2n1)c1ccccc1Cl,-4,-2,-8,-2,3,-2.5,7,-5,6,-6
COc1ccccc1-c1nnc(SCC(=O)Nc2cc(C)on2)o1,-8,1,1,-2,7,-0.1,-13,5,0,-2
CC(C)(C)NC[C@H](O)COc1cccc2c1CCCC2=O,-1,1,-1,0,-6,0.0,-6,-7,2,-3
Nc1[nH]c(=O)[nH]c(=O)c1N=Nc1ccccc1Cl,6,3,5,-1,-14,-2.8,0,-21,-1,0
Cc1nn(CC(=O)N2CCN(c3ccccc3)CC2)c(=O)c2cccn12,-2,-5,-5,1,10,1.7,3,-3,-2,1
COc1ccc([C@H]2CC(=O)C=C(c3ccc(OC)nc3)C2)cc1,0,-1,-1,17,-1,0.3,-1,-3,0,-3
O/N=C1/C2C3CC4C5C3C1C5C1(OCCO1)C42 (stereo not given),2,3,5,3,9,-5.0,0,-16,2,0
O=C(CCCC(=O)N/N=C\c1ccccn1)N/N=C\c1ccccn1,6,4,0,-2,-6,-2.8,-1,9,-1,1
O=C(NCc1ccccc1Cl)c1cccc(NC2=NC3CS(=O)(=O)CC3S2)c1 (stereo not given),4,1,4,-3,-4,0.3,2,-1,-1,0
CC(NC(=O)c1ccccc1F)c1nnc(SCC(=O)NC2=NCCS2)n1C (stereo not given),8,2,1,-1,2,-1.5,1,17,2,0
CCNc1oc(-c2ccc(OC)cc2)nc1S(=O)(=O)c1ccc(Br)cc1,-8,2,0,-2,-5,1.4,3,-1,-1,-1
O=C(c1ccco1)c1cn(CC(=O)N2CCCCC2)c2ccccc12,-1,10,-7,-1,-6,-1.3,2,8,2,-1
CCOC(=O)C1=CC[C@H]2c3c(c4ccc(OC)cc4n3C)C(=O)C1N2S(=O)(=O)c1ccc(C)cc1,-8,3,-7,13,-10,-0.1,-6,-7,1,0
Clc1ccc(CNC23CN4CN(CN(C4)C2)C3)c(Cl)c1,2,7,0,-2,-1,0.5,1,3,-1,-1
OCC[C@@H]1C[C@H](O)[C@@H](O)[C@@]2(OCCCc3cc(Cl)ccc32)O1,·,0,4,1,3,0.8,-2,-5,-12,-1
COc1ccc(NC2=C(Cl)C(=O)N(CCc3ccccc3)C2=O)c(OC)c1,-7,-9,4,1,-3,0.9,-20,-1,1,2
O=C1CC(c2ccc(O)cc2)Oc2cc(O)cc(O)c21 (stereo not given),7,10,3,-1,4,-1.1,-6,9,4,3
CCOC(=O)N/N=C1\CCc2ccccc21,3,-1,-3,6,-8,-1.6,-2,-9,-3,0
Cc1cc2n(c(=O)c1C#N)CCCN2c1cccc(Cl)c1,-4,-6,-2,2,-2,1.4,1,11,0,3
CCn1c(SCC(=O)Nc2ccc3c(c2)OCO3)nnc1C(C)C,-1,-9,1,1,4,-1.1,6,-6,-4,1
CCS(=O)(=O)N1CCC(C(=O)Oc2ccccc2Cl)CC1,3,-5,0,0,13,0.6,-6,0,0,1
CCCCOc1ccc(C2CC(=O)N(C)C2=O)cc1 (stereo not given),1,1,5,-1,-3,-0.4,-4,-2,1,4
C/C=C/C(=O)Nc1nnc(-c2ccccc2C)s1,-6,-4,3,-5,-11,5.7,-3,10,2,-1
O=c1[nH]cnc2scc(C3COc4ccccc4O3)c12 (stereo not given),5,-4,4,1,5,-1.0,-12,-4,-2,7
CCOC(=O)c1sc(NC(=O)CSc2n[nH]c(-c3ccccc3)n2)c(C#N)c1C,-49,1,9,-1,-26,-0.9,-33,-2,2,3
Cc1ccc(Nc2nnc(SCC(=O)c3ccc(Br)s3)s2)c(C)c1,-51,-4,-4,3,-9,-2.7,-12,-13,1,1
O=C(CSc1nnnn1-c1ccccc1)Nc1ncc(Cc2cc(Cl)ccc2Cl)s1,-6,4,-4,2,-6,-1.6,6,1,0,-2
C=C(NS(=O)(=O)c1ccc(C)cc1)C(=O)OC,7,-3,6,-2,-4,1.2,-5,-3,4,4
Cc1ccc(-n2c(CNc3ccc(F)cc3)nnc2SCC(N)=O)cc1,2,-8,6,1,-1,1.2,0,-13,-2,3
O=C(COC(=O)c1c[nH]c(=O)[nH]c1=O)Nc1ccccc1,3,-3,5,2,0,-0.3,9,5,-3,5
COC(=O)c1ccc2nc(-c3ccccc3)c(Cc3ccccc3OC)n2c1,·,-5,2,16,4,0.4,-9,0,7,-2
COc1ccc(NC2CS(=O)(=O)CC2NCc2ccccc2)cc1 (stereo not given),-7,-1,0,6,6,-0.2,-10,-5,-4,5
N#Cc1c(NC(=O)CSc2nc(-c3ccccc3)cc(C(F)(F)F)n2)sc2c1CCC2,3,7,-2,2,-2,0.4,2,-9,3,2

As a short view, part of the list above.
SMILES,HTRA1 inhibitor,TCR CD3 inh,DDE Tn7 FP inh,UHRF1 binding,SIAE primary,PG9 binder,mABHD4 FP,TDP2 absorb,LEDGF integ inh,PRMT1 FP inh
COc1ccc(NC2CS(=O)(=O)CC2NCc2ccccc2)cc1 (stereo not given),-7,-1,0,6,6,-0.2,-10,-5,-4,5
N#Cc1c(NC(=O)CSc2nc(-c3ccccc3)cc(C(F)(F)F)n2)sc2c1CCC2,3,7,-2,2,-2,0.4,2,-9,3,2

Next part
SMILES,HTRA1 inhibitor,TCR CD3 inh,DDE Tn7 FP inh,UHRF1 binding,SIAE primary,PG9 binder,mABHD4 FP,TDP2 absorb,LEDGF integ inh,PRMT1 FP inh
O=C1NC(Cc2ccc(O)cc2)c2nc3ccc(Br)cc3c(=O)n2-c2cc3ccccc3cc21 (stereo not given),-72,-2,7,-1,-30,0.0,-46,-1,4,-2
Cc1ccc(-c2[nH]c(-c3ccccc3)nc2SCC(=O)NCC2CCCO2)cc1 (stereo not given),-2,-9,6,3,7,-1.2,1,-1,-4,5
CN(C)/C=N/N(C)c1ncccc1[N+](=O)[O-],6,0,0,-2,3,-0.3,-2,0,-2,1
O=C(c1ccccc1)c1ccc(C(=O)N2CCN(c3ccccc3O)CC2)cc1,-20,5,1,0,9,-0.6,4,4,3,2
COc1ccc(Cl)cc1C(=O)NNC(=O)CCNC(C)=O,2,3,-4,5,-1,1.2,-15,-5,7,-9
COc1ccc(Nc2nc(N)nc(CN(C)C3CCCCC3)n2)cc1,3,0,1,3,-2,0.6,8,-8,3,-3
CN(C)c1cc[n+](CC(=O)c2cccs2)cc1,-8,6,6,0,3,-0.1,2,0,-1,-1
COc1ccc(C(=O)Nc2cccc(NC(=O)c3cccs3)c2)cc1,-31,0,-1,-3,-22,0.7,-17,-3,2,0
C/C=C/C(=O)OCC(=O)Nc1ccc(OC)c(Cl)c1,-1,8,-4,14,-3,-2.0,3,-1,-3,-2
COc1ccccc1CNS(=O)(=O)c1ccc(Cl)s1,-2,-9,-2,7,5,-2.0,3,-14,-8,9
OCCC1CN(Cc2cnc(N3CCCC3)s2)CCN1Cc1ccccc1 (stereo not given),2,-2,-1,5,2,0.9,-4,-12,3,-1
COc1ccccc1NC(=O)c1ccc(NC(=O)c2cc3c(s2)CCC3)cc1,-16,-4,-1,-4,-11,-2.8,-3,-4,-2,-2
CN(CC(=O)Nc1ccc(Cl)c(C(F)(F)F)c1)C(=O)c1cccc2cccnc12,-7,-8,2,18,-2,0.2,-4,7,-3,3
